DDE Tn7 FP inh = DD(E)-Tn7 binding inhibition, primary FP screen; inhibition, % at 8.3 µM; FP displacement of FITC-Tn7 peptide from fibrin DD(E); 0% = median of compound wells per plate; AID 720508; actives 0.13% (n = 370,000); P02675;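 active means inhibition above the mean of compounds falling within the control limits plus 3 SD of them, cut at about 14% in these data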;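 further: 0% = plate median of compound wells and 100% = 10 µM Aha-Tn7 peptide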
Target sequence (P02675 whole entry, looked up): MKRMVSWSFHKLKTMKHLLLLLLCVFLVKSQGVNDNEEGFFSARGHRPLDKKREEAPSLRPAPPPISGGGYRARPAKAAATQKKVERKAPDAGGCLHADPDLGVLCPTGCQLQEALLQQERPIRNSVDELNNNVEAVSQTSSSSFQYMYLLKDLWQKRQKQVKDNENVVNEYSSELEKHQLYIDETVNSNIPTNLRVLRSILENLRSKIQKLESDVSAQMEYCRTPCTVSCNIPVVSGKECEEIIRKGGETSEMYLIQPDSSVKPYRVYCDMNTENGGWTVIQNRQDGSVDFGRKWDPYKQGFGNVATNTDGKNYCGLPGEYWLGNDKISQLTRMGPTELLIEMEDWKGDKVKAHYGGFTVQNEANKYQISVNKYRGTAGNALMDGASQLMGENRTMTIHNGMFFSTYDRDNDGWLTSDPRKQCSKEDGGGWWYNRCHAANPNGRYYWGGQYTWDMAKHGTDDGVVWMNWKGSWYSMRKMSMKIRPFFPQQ
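Also added: labelled Tn7 tracer, 0.1 µM; Assay system: human fibrin DD(E) protein; Amount: 2 µM fibrin DD(E); Schedule: 10 min compound pre-incubation, 3 h probe incubation at room temperature; Repeats: one replicate per compound; Read-out basis: percent inhibition; Measured by: fluorescence polarization of the labelled Tn7 tracer.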
TDP2 absorb = blocks human TDP2 phosphodiesterase activity. recombinant TDP2, T5PNP hydrolysis, p-nitrophenol absorbance 415 nm. inhibition, % at 12.8 µM. actives 0.34% (n = 370,000);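 active means inhibition above the mean of all tested compounds plus 3 SD, set per campaign, cut at about 25% in these data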;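 further: 0% = DMSO with enzyme and 100% = buffer with substrate but no TDP2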
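Evaluation: % inhibition relative to enzyme-containing and enzyme-free wells. Material: recombinant human TDP2. Benchmarks: enzyme-free and DMSO wells. Timing: enzyme reaction with compound for 2 h at 37 °C. Compound dosing: 12.8 µM only. Measured by: p-Nitrophenol epi absorbance. Reagent: T5PNP substrate at 5 mM, a TopII-DNA adduct mimic. Replication: single well per compound.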
ADAM17 inh = inhibits human ADAM17; P78536; recombinant ADAM17, EDANS/DABCYL FRET peptide cleavage; inhibition, % at 6.95 µM; actives 0.83% (n = 370,000); AID 720648;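 active means inhibition above the mean of compounds lying between control limits plus 3 SD, set per campaign, cut at about 8.5% in these data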;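 further: 0% = DMSO-only wells as the low control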
Target sequence (P78536 215-824 limits assumed): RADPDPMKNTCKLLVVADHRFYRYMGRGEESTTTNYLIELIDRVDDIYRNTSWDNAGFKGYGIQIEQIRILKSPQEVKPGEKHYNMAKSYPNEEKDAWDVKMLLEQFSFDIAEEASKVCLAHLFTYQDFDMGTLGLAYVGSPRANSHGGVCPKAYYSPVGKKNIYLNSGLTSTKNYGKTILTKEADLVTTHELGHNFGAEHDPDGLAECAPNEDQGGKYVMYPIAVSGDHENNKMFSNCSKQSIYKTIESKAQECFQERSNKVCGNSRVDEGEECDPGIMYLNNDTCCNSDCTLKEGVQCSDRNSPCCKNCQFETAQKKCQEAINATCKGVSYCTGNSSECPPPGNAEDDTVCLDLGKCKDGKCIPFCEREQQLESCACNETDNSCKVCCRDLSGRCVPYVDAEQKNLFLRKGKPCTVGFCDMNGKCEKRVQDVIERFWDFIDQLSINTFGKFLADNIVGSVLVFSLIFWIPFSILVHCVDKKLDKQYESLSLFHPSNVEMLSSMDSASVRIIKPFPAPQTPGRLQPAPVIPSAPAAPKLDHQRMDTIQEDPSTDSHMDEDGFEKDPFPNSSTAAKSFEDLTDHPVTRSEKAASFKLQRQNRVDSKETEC
ASAP1 inh = inhibitors of human ASAP1 ArfGAP activity; Q9ULH1; ASAP1-stimulated ARF1 GTP hydrolysis, GDP FP detection; inhibition, % at 16.5 µM; actives 0.19% (n = 360,000); AID 624377; in the data active means inhibition above about 25%;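 further: 0% = vehicle with enzyme and substrate and 100% = no enzyme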
ARFGAP1 inhibitor = inhibits rat ARF GTPase activating protein 1; Q62848; Arfgap1-stimulated ARF1 GTP hydrolysis, GDP FP detection; inhibition, % at 16.5 µM; AID 651572; actives 0.26% (n = 360,000);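 active means inhibition above a per-plate limit, mean inhibition of low control wells plus 3 SD, cut at about 25% in these data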;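 further: 0% = DMSO wells with enzyme and 100% = wells lacking Arfgap1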
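Material: rat Arfgap1 GAP domain (His6, aa 1-136), purified enzyme. Also added: human ARF1(Δ1-17)-GTP substrate. Compound dosing: 16.5 µM single point, 1.26% DMSO. Timing: enzyme reaction 120 min at 25 °C after 20 min preincubation. Signal: GDP detection by fluorescence polarization. Read-out basis: percent inhibition of GAP-stimulated GDP formation, scaled between DMSO and no-Arfgap1 medians.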
SIAE inh = inhibitors of human sialic acid acetylesterase SIAE. inhibition, % at 9.66 µM. actives 0.69% (n = 370,000). SIAE FP-Rh probe binding, fluorescence polarization;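 active means inhibition above a cutoff: mean of compounds within the control limits plus 3 SD of those, cut at about 17% in these data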;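 further: 0% = plate median of compound wells and 100% = probe without SIAE protein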
PLC-beta3 inh = inhibitors of human phospholipase C beta3; Purified PLC-beta3, fluorogenic substrate, fluorescence; inhibition, % at 12.2 µM; actives 0.18% (n = 370,000); AID 720704; in the data active means inhibition above about 11%;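 further: 0% = median of compound wells on plate and 100% = full blocker control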
ADAM10 inh = inhibits human ADAM10; AID 720582; inhibition, % at 7 µM; actives 0.62% (n = 370,000); recombinant ADAM10, EDANS/DABCYL FRET peptide cleavage, 3 h; O14672;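 active means inhibition above a per-campaign cutoff equal to the mean of compounds falling between control-based bounds plus 3 SD, cut at about 20% in these data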;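 further: 0% = DMSO wells while the 100% control is not disclosed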
DDE Tn6 FP inh = disrupts Tn6 cyclic peptide binding to fibrin D-Dimer-E complex. P02675. Fibrin DD(E) TRITC-Tn6 fluorescence polarization displacement. inhibition, % at 8.3 µM. actives 0.21% (n = 370,000);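 active means inhibition above a per-campaign cutoff: mean of compounds within control limits plus 3 SD, cut at about 15% in these data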;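 further: 0% = median of all compound wells on the plate and 100% = blocking peptide control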
PLC-gamma1 inh = PLC-gamma1 (human) inhibition, primary screen; P19174; purified PLC-gamma1, fluorogenic substrate, fluorescence; inhibition, % at 12.2 µM; actives 0.84% (n = 370,000); in the data active means inhibition above about 9.5%
* marks the source's active call; other numbers are inactive results. Not a hit list, and some 3.6% of all compounds hit somewhere here.

Results for COc1ccc(OCCCC(=O)NCCc2nc3ccccc3[nH]2)cc1 ?
DDE Tn7 FP inh: -4; TDP2 absorb: -10; ADAM17 inh: -4; ASAP1 inh: -5; ARFGAP1 inhibitor: 1; SIAE inh: -8; PLC-beta3 inh: -11; ADAM10 inh: -3; DDE Tn6 FP inh: 0; PLC-gamma1 inh: 0

What do the screens show for `CC(C)C[C@H]1CNC(=S)N1C[C@H]1CCCN1C[C@H](Cc1ccc(O)cc1)N1C[C@H](Cc2ccc(O)cc2)N(CC2CCCCCC2)C1=S`?
DDE Tn7 FP inh: -2; TDP2 absorb: -1; ADAM17 inh: 3; ASAP1 inh: -9; ARFGAP1 inhibitor: 9; SIAE inh: -9; PLC-beta3 inh: 4; ADAM10 inh: 1; DDE Tn6 FP inh: -8; PLC-gamma1 inh: 4

What do the screens show for `O=C(NC(=S)Nc1ccc(S(=O)(=O)Nc2nccs2)cc1)c1ccc(F)c(F)c1`?
DDE Tn7 FP inh: 0; TDP2 absorb: -23; ADAM17 inh: 11*; ASAP1 inh: 1; ARFGAP1 inhibitor: 15; SIAE inh: -10; PLC-beta3 inh: 10; ADAM10 inh: 24*; DDE Tn6 FP inh: 0; PLC-gamma1 inh: 14*

Results for COc1ccc(-c2c(C(C)=O)c(C)nc3sc4c(=N)n(N)cnc4c23)cc1 ?
DDE Tn7 FP inh: 4; TDP2 absorb: 1; ADAM17 inh: -4; ASAP1 inh: -4; ARFGAP1 inhibitor: 3; SIAE inh: 4; PLC-beta3 inh: -19; ADAM10 inh: -11; DDE Tn6 FP inh: 3; PLC-gamma1 inh: -17

How did COc1cccc(N2CCN(C(=O)c3cc4ccc(OC)cc4[nH]3)CC2)c1 do in these assays?
DDE Tn7 FP inh: -2; TDP2 absorb: -2; ADAM17 inh: -2; ASAP1 inh: 3; ARFGAP1 inhibitor: 9; SIAE inh: 6; PLC-beta3 inh: -21; ADAM10 inh: -4; DDE Tn6 FP inh: 1; PLC-gamma1 inh: -12

What do the screens show for `CCOC(=O)N1CCN(C(=O)CNC(=O)c2nn(-c3ccc(OC)c(Cl)c3)c(=O)c3ccccc23)CC1`?
DDE Tn7 FP inh: 7; TDP2 absorb: 10; ADAM17 inh: -4; ASAP1 inh: 9; ARFGAP1 inhibitor: -4; SIAE inh: 1; PLC-beta3 inh: -59; ADAM10 inh: -4; DDE Tn6 FP inh: 0; PLC-gamma1 inh: -41

Results for CC(NCc1ccc2c(c1)OCO2)c1ccccc1 (stereo not drawn) ?
DDE Tn7 FP inh: -5; TDP2 absorb: -15; ADAM17 inh: -2; ASAP1 inh: 7; ARFGAP1 inhibitor: 2; SIAE inh: -1; PLC-beta3 inh: 2; ADAM10 inh: 2; DDE Tn6 FP inh: 1; PLC-gamma1 inh: 1

What do the screens show for `CC(/C=C/c1ccc(N(C)C)cc1)=N\N=C(/N)SC1CC(=O)N(c2ccc(C(=O)O)cc2)C1=O` (stereo not drawn)?
DDE Tn7 FP inh: 4; TDP2 absorb: 1; ADAM17 inh: -6; ASAP1 inh: 0; ARFGAP1 inhibitor: -5; SIAE inh: 4; PLC-beta3 inh: -88; ADAM10 inh: -5; DDE Tn6 FP inh: 8; PLC-gamma1 inh: -85

Results for CC(=O)Nc1nc(-c2ccc3c(c2)CC(C)N3C(=O)C2CC2)c(C)s1 (stereo not drawn) ?
DDE Tn7 FP inh: 4; TDP2 absorb: 0; ADAM17 inh: -19; ASAP1 inh: 8; ARFGAP1 inhibitor: 6; SIAE inh: 4; PLC-beta3 inh: -184; ADAM10 inh: -45; DDE Tn6 FP inh: 5; PLC-gamma1 inh: -123

How did COc1cccc(OCC(O)CN2CCN(C)CC2)c1 (stereo not drawn) do in these assays?
DDE Tn7 FP inh: 1; TDP2 absorb: 4; ADAM17 inh: -3; ASAP1 inh: -6; ARFGAP1 inhibitor: 8; SIAE inh: 1; PLC-beta3 inh: -2; ADAM10 inh: -10; DDE Tn6 FP inh: 3; PLC-gamma1 inh: 3

What do the screens show for `COC(=O)C1=C(C)N(Cc2cccc(C(F)(F)F)c2)C(=NCc2ccc(OC)cc2)NC1c1ccc(F)cc1` (stereo not drawn)?
DDE Tn7 FP inh: 2; TDP2 absorb: 5; ADAM17 inh: 0; ASAP1 inh: 5; ARFGAP1 inhibitor: 1; SIAE inh: -2; PLC-beta3 inh: 4; ADAM10 inh: 2; DDE Tn6 FP inh: 1; PLC-gamma1 inh: 3

What do the screens show for `O=C(c1ccc(N2CCCC2=O)cc1)N1CCCCCC1`?
DDE Tn7 FP inh: 0; TDP2 absorb: 8; ADAM17 inh: -6; ASAP1 inh: -19; ARFGAP1 inhibitor: 12; SIAE inh: 2; PLC-beta3 inh: 2; ADAM10 inh: -1; DDE Tn6 FP inh: 0; PLC-gamma1 inh: 0

How did COc1ccc(C(CNC(=O)C(=O)Nc2ccc3c(c2)OCO3)N2CCN(C)CC2)cc1 (stereo not drawn) do in these assays?
DDE Tn7 FP inh: 0; TDP2 absorb: 2; ADAM17 inh: 0; ASAP1 inh: 3; ARFGAP1 inhibitor: 3; SIAE inh: -1; PLC-beta3 inh: 0; ADAM10 inh: 5; DDE Tn6 FP inh: -6; PLC-gamma1 inh: -3

How did Cc1ccc(-c2nn(-c3ccccn3)c(=O)c3ccccc23)cc1 do in these assays?
DDE Tn7 FP inh: -2; TDP2 absorb: -7; ADAM17 inh: 1; ASAP1 inh: 11; ARFGAP1 inhibitor: 9; SIAE inh: -4; PLC-beta3 inh: 3; ADAM10 inh: 5; DDE Tn6 FP inh: -1; PLC-gamma1 inh: 3

What do the screens show for `COC(=O)Nc1nnc(-c2ccc(OC)cc2)s1`?
DDE Tn7 FP inh: -5; TDP2 absorb: 16; ADAM17 inh: -27; ASAP1 inh: 10; ARFGAP1 inhibitor: 1; SIAE inh: -4; PLC-beta3 inh: -11; ADAM10 inh: -79; DDE Tn6 FP inh: -6; PLC-gamma1 inh: -4

How did CCOc1ccc(-c2noc(CCC(=O)O)n2)cc1 do in these assays?
DDE Tn7 FP inh: 5; TDP2 absorb: 6; ADAM17 inh: 0; ASAP1 inh: 0; ARFGAP1 inhibitor: -3; SIAE inh: -1; PLC-beta3 inh: 3; ADAM10 inh: -7; DDE Tn6 FP inh: -4; PLC-gamma1 inh: 3

Results for CCC(=O)N(C)CCc1cc2c(c(OC)c1/C=N/NC(=O)c1ccncc1)OCO2 ?
DDE Tn7 FP inh: 3; TDP2 absorb: 0; ADAM17 inh: -1; ASAP1 inh: -11; ARFGAP1 inhibitor: -3; SIAE inh: 8; PLC-beta3 inh: -9; ADAM10 inh: -5; DDE Tn6 FP inh: 0; PLC-gamma1 inh: -4

How did Cc1ccc(N2CC(C(=O)Nc3cccc(C(=O)NC4CC4)c3)CC2=O)cc1 (stereo not drawn) do in these assays?
DDE Tn7 FP inh: 5; TDP2 absorb: 2; ADAM17 inh: -2; ASAP1 inh: 9; ARFGAP1 inhibitor: 0; SIAE inh: 3; PLC-beta3 inh: -7; ADAM10 inh: -10; DDE Tn6 FP inh: 1; PLC-gamma1 inh: 0

What do the screens show for `CCc1ccc(C(=O)COC(=O)c2n[nH]c3ccccc23)cc1`?
DDE Tn7 FP inh: -2; TDP2 absorb: -6; ADAM17 inh: 2; ASAP1 inh: 6; ARFGAP1 inhibitor: -2; SIAE inh: -17; PLC-beta3 inh: -6; ADAM10 inh: 12; DDE Tn6 FP inh: -8; PLC-gamma1 inh: 0

Results for Nc1nc(Cl)nc2c1ncn2C1CC(O)C(CO)O1 (stereo not drawn) ?
DDE Tn7 FP inh: 3; TDP2 absorb: 6; ADAM17 inh: 1; ASAP1 inh: -4; ARFGAP1 inhibitor: -3; SIAE inh: -3; PLC-beta3 inh: 4; ADAM10 inh: 4; DDE Tn6 FP inh: 3; PLC-gamma1 inh: 2

Results for COC(=O)C[C@@H]1C[C@H]2c3cc(NC(=O)Nc4ccccc4F)ccc3O[C@H]2[C@@H](CO)O1 ?
DDE Tn7 FP inh: 0; TDP2 absorb: 13; ADAM17 inh: -4; ASAP1 inh: 3; ARFGAP1 inhibitor: 0; SIAE inh: 9; PLC-beta3 inh: -2; ADAM10 inh: -7; DDE Tn6 FP inh: 2; PLC-gamma1 inh: -1

Results for COc1ccc(CCNc2nc(C)nc3c2oc2ccccc23)cc1OC ?
DDE Tn7 FP inh: 1; TDP2 absorb: 1; ADAM17 inh: -6; ASAP1 inh: -14; ARFGAP1 inhibitor: -11; SIAE inh: 5; PLC-beta3 inh: -2; ADAM10 inh: -9; DDE Tn6 FP inh: 0; PLC-gamma1 inh: 3

How did Cc1ccc(C(=O)N[C@H](C(=O)N2CCN(c3ncccn3)CC2)C(C)C)cc1 do in these assays?
DDE Tn7 FP inh: -4; TDP2 absorb: -1; ADAM17 inh: -3; ASAP1 inh: 13; ARFGAP1 inhibitor: 8; SIAE inh: -7; PLC-beta3 inh: -4; ADAM10 inh: -15; DDE Tn6 FP inh: -14; PLC-gamma1 inh: -2

What do the screens show for `Cc1ccc(-c2ccc(C(=O)NCCCNC(=O)c3cnccn3)o2)cc1Cl`?
DDE Tn7 FP inh: 4; TDP2 absorb: 1; ADAM17 inh: -2; ASAP1 inh: 7; ARFGAP1 inhibitor: -16; SIAE inh: -8; PLC-beta3 inh: -7; ADAM10 inh: -9; DDE Tn6 FP inh: 6; PLC-gamma1 inh: -3

Results for COc1cccc(N2CCN(C(=O)CN(c3cc(C)cc(C)c3)S(=O)(=O)c3c(C)noc3C)CC2)c1 ?
DDE Tn7 FP inh: -5; TDP2 absorb: -15; ADAM17 inh: -1; ASAP1 inh: -2; ARFGAP1 inhibitor: -5; SIAE inh: -3; PLC-beta3 inh: -2; ADAM10 inh: 1; DDE Tn6 FP inh: 5; PLC-gamma1 inh: 5

What do the screens show for `C=CCOc1ccc(/C=N/NC(=O)CN2CCOCC2)cc1OCC`?
DDE Tn7 FP inh: 4; TDP2 absorb: 5; ADAM17 inh: -1; ASAP1 inh: -4; ARFGAP1 inhibitor: 12; SIAE inh: 6; PLC-beta3 inh: -4; ADAM10 inh: 3; DDE Tn6 FP inh: -12; PLC-gamma1 inh: 1

What do the screens show for `CCCCOc1ccc(-c2nc(-c3cccnc3)no2)cc1`?
DDE Tn7 FP inh: 2; TDP2 absorb: -2; ADAM17 inh: -2; ASAP1 inh: 2; ARFGAP1 inhibitor: 5; SIAE inh: -3; PLC-beta3 inh: 1; ADAM10 inh: -7; DDE Tn6 FP inh: 3; PLC-gamma1 inh: -3
